Screening results (PubChem)
APJ antag – blocks the human apelin receptor APJ; P35414; CHO-K1 APJ beta-arrestin complementation, luminescence; inhibition, % at 20 µM; 330,000 compounds, 0.32% hits;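 active = inhibition above about 40% at 20 µM, limit read from the data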;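 also: cells challenged with 10 nM apelin-13 agonist together with compound; plate controls were apelin-13 plus DMSO wells for no effect and DMSO wells lacking apelin-13 for full effect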
CCR6 antag – antagonists of human CCR6 receptor. P51684. inhibition, % at 20 µM. 340,000 compounds, 0.49% hits. CHO-K1 CCR6 PathHunter beta-arrestin, luminescence, CCL20-stimulated;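 active = compounds whose inhibition of the agonist-driven luminescence signal at 20 µM reaches about 50%, limit read from the data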;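 also: cells stimulated with CCL20 at 14 nM final; plate controls were DMSO with CCL20 for no effect and DMSO without agonist for full effect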
Target sequence (P51684 whole entry, looked up): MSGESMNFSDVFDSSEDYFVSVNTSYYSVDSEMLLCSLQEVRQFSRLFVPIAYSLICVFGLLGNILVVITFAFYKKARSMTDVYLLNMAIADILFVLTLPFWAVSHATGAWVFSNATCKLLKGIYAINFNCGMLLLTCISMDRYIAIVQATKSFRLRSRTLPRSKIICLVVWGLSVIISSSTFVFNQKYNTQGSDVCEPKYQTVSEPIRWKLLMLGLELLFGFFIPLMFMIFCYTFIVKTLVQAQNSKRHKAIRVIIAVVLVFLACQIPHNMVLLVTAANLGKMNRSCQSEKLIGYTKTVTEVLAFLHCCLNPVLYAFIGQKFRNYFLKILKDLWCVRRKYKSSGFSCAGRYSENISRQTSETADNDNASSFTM
ATG4B inh – blocks human ATG4B protease cleavage of LC3 substrate | Q9Y4P1 | ATG4B cleavage of LC3-PLA2, NBD-HPC fluorescence, 1 h | inhibition, % at 8.33 µM | 340,000 compounds, 0.51% hits; in the data active = inhibition above about 40%
APJ agonist – agonists of human APJ apelin receptor | AID 2520 | 330,000 compounds, 0.11% hits | activation, % at 20 µM | CHO-K1 APJ PathHunter beta-arrestin, luminescence; 0% DMSO wells, 100% apelin;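 active = activation more than six SD over the plate average, tested at 20 µM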;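 also: 0% = DMSO alone and 100% = apelin-13 at 10 nM; some results filed as inactive read as strong as hits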
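system = engineered CHO-K1 APJ arrestin reporter cells | input = 1000 cells per well | timing = overnight seeding, 90 min compound at 25 °C, 1 h detection | measured by = enzyme-fragment complementation luminescence | read-out = beta-arrestin recruitment to APJ as agonist activity, luminescent signal | control set = negative DMSO alone, positive Apelin-13 at 10 nM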
EBI2 block – EBI2 (human) antagonism; P32249; EBI2 beta-arrestin recruitment, luminescence, 7a,25-OHC stimulated; inhibition, % at 5 µM; 360,000 compounds, 0.81% hits; AID 651636; in the data active = inhibition above about 38%;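 also: enzyme fragment complementation signal reports receptor beta-arrestin coupling in cells; 0% = agonist plus DMSO wells and 100% = wells without agonist; some results beyond the cut were filed as inactive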
Target sequence (P32249 whole entry, looked up, the tested form may be a part): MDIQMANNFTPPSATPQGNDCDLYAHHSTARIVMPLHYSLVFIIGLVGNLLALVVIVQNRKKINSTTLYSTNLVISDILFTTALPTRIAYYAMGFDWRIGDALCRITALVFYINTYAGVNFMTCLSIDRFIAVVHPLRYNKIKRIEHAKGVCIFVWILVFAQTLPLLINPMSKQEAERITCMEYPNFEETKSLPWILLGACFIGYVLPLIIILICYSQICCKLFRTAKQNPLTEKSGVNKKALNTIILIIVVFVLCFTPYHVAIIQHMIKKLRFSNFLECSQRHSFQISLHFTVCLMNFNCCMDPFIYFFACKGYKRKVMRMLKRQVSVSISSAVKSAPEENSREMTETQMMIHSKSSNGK
Gli-Sufu block – Gli-Sufu pathway antagonism; 340,000 compounds, 0.74% hits; Sufu-KO-LIGHT fibroblasts, Gli luciferase reporter luminescence; AID 588413; inhibition, % at 5 µM;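 active = inhibition above about 55%, limit read from the data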;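 also: 0% = DMSO-treated cells and 100% = wells with medium but no cells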
UBC13 inh – human UBC13 polyubiquitination inhibition. UBC13 polyubiquitin chain formation, TR-FRET. inhibition, % at 20 µM. 330,000 compounds, 0.47% hits. AID 485273; in the data active = inhibition above about 45%, passing the limit was not always enough
Target sequence (P61088 whole entry, looked up): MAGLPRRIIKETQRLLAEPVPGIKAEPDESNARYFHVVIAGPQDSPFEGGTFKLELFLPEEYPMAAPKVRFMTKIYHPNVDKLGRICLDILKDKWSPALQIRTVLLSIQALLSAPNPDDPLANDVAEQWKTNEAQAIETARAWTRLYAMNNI
CXCR6 inh – CXCR6 (human) receptor inhibition; O00574; CHO-K1 PathHunter CXCR6 beta-arrestin, luminescence; inhibition, % at 20 µM; 360,000 compounds, 0.36% hits; AID 602244; in the data active = inhibition above about 34%, passing the limit was not always enough;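 also: antagonist mode with CXCL16 agonist at 10 nM final; 0% = 10 nM CXCL16 with DMSO and 100% = unstimulated wells without agonist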
Numbers without * were called inactive. No enrichment for hits; any-hit rate near 3%.

The opening four entries, ahead of the listing:
Screening COc1cccc(N=Nc2c(N)[nH]n3c(=O)cc(-c4ccccc4)nc23)c1 returned APJ antag 27, CCR6 antag 39, ATG4B inh -4, APJ agonist -7, EBI2 block 10, Gli-Sufu block -3, UBC13 inh -72 and CXCR6 inh 31.
Screening O=[N+]([O-])c1cc([N+](=O)[O-])c(Oc2cncc(Cl)c2)cc1NN1CCCCC1 returned APJ antag 2, CCR6 antag -1, ATG4B inh 0, APJ agonist -2, EBI2 block 15, Gli-Sufu block -2, UBC13 inh -6 and CXCR6 inh -16.
Screening CC1=C(C(=O)OCc2ccccc2)C(c2ccc(Br)cc2)NC(=O)N1CCCCCC(=O)O (stereo not drawn) returned APJ antag 29, CCR6 antag 8, ATG4B inh 1, APJ agonist 2, EBI2 block 7, Gli-Sufu block 3, UBC13 inh -13 and CXCR6 inh 9.
S=C1NCN(CCc2ccccc2)CN1Cc1ccccc1 was read as APJ antag 11, CCR6 antag 13, ATG4B inh 7, APJ agonist 0, EBI2 block -1, Gli-Sufu block -7, UBC13 inh -9 and CXCR6 inh 1.

The list itself, previewed entries included:
Screening COc1cccc(N=Nc2c(N)[nH]n3c(=O)cc(-c4ccccc4)nc23)c1 returned APJ antag 27, CCR6 antag 39, ATG4B inh -4, APJ agonist -7, EBI2 block 10, Gli-Sufu block -3, UBC13 inh -72 and CXCR6 inh 31.
Screening O=[N+]([O-])c1cc([N+](=O)[O-])c(Oc2cncc(Cl)c2)cc1NN1CCCCC1 returned APJ antag 2, CCR6 antag -1, ATG4B inh 0, APJ agonist -2, EBI2 block 15, Gli-Sufu block -2, UBC13 inh -6 and CXCR6 inh -16.
Screening CC1=C(C(=O)OCc2ccccc2)C(c2ccc(Br)cc2)NC(=O)N1CCCCCC(=O)O (stereo not drawn) returned APJ antag 29, CCR6 antag 8, ATG4B inh 1, APJ agonist 2, EBI2 block 7, Gli-Sufu block 3, UBC13 inh -13 and CXCR6 inh 9.
S=C1NCN(CCc2ccccc2)CN1Cc1ccccc1 was read as APJ antag 11, CCR6 antag 13, ATG4B inh 7, APJ agonist 0, EBI2 block -1, Gli-Sufu block -7, UBC13 inh -9 and CXCR6 inh 1.
`COc1ccc(OC)c(NC(=O)COc2ccc(Br)cc2)c1` gave APJ antag 11, CCR6 antag 7, ATG4B inh -4, APJ agonist -2, EBI2 block 16, Gli-Sufu block 0, UBC13 inh -1 and CXCR6 inh 2.
CCOC(=O)NC(NCCc1ccccc1)(C(F)(F)F)C(F)(F)F was read as APJ antag 14, CCR6 antag 7, ATG4B inh 3, APJ agonist 0, EBI2 block 3, Gli-Sufu block -8, UBC13 inh -1 and CXCR6 inh 5.
Screening Cc1ccc(N2CC(C(=O)Nc3cccc(F)c3)CC2=O)cc1 (stereo not drawn) returned APJ antag 6, CCR6 antag 8, ATG4B inh -3, APJ agonist -3, EBI2 block 6, Gli-Sufu block -2, UBC13 inh 8 and CXCR6 inh -4.
Screening CCOC(=O)C(N)CSC1CC(=O)N(c2ccc(C(=O)OC)cc2)C1=O (stereo not drawn) returned APJ antag 1, CCR6 antag -12, ATG4B inh -2, APJ agonist -4, EBI2 block 2, Gli-Sufu block -93, UBC13 inh 4 and CXCR6 inh 2.
Screening CCOc1ccc(S(=O)(=O)NCc2cccnc2)cc1C returned APJ antag 2, CCR6 antag 1, ATG4B inh 2, APJ agonist -1, EBI2 block 0, Gli-Sufu block -20, UBC13 inh 2 and CXCR6 inh -2.
COc1cccc(-c2nn3c(-c4cc(C)[nH]n4)nnc3s2)c1 was read as APJ antag 5, CCR6 antag -8, ATG4B inh -13, APJ agonist 29, EBI2 block 6, Gli-Sufu block -5, UBC13 inh -3 and CXCR6 inh -7.
COCCn1c(SCC(=O)NC2CCCC2)nnc1C(C)C was read as APJ antag -4, CCR6 antag -7, ATG4B inh -5, APJ agonist 1, EBI2 block -7, Gli-Sufu block -16, UBC13 inh 2 and CXCR6 inh -5.
`Cc1ccc(C(=O)NC(C(=O)Nc2cccc(S(N)(=O)=O)c2)C(C)C)cc1` (stereo not drawn) gave APJ antag -5, CCR6 antag 12, ATG4B inh -6, APJ agonist -2, EBI2 block 6, Gli-Sufu block -7, UBC13 inh 1 and CXCR6 inh -3.
CN(Cc1cccs1)C(=O)CCc1c[nH]c2ccccc12 was read as APJ antag 19, CCR6 antag 10, ATG4B inh -6, APJ agonist -4, EBI2 block 6, Gli-Sufu block -7, UBC13 inh 15 and CXCR6 inh 2.
For CN1OC[C@@H]2CN(Cc3ccccc3)[C@H](c3cccc(Oc4ccccc4)c3)C[C@@H]21 the results were CCR6 antag 24, ATG4B inh 13, EBI2 block 18, Gli-Sufu block 2 and CXCR6 inh 8.
`COCCCNC(=O)COc1ccc(Br)cc1Cl` gave APJ antag 14, CCR6 antag 6, ATG4B inh -13, APJ agonist -2, EBI2 block -4, Gli-Sufu block -35, UBC13 inh -8 and CXCR6 inh 4.
O=C(OC1CCOC1=O)c1cncc(Br)c1 (stereo not drawn) was read as APJ antag 5, CCR6 antag 4, ATG4B inh -2, APJ agonist -1, EBI2 block 0, Gli-Sufu block -6, UBC13 inh 2 and CXCR6 inh -3.
Cc1cccc(-c2oc3ccc(-c4ccc5c(c4)OCO5)cc3c2-c2ccc(OC3CCCCO3)cc2)c1 (stereo not drawn) was read as APJ antag -62, CCR6 antag 2, ATG4B inh 8, APJ agonist -4, EBI2 block -2, Gli-Sufu block -6, UBC13 inh 34 and CXCR6 inh 4.
For CC[C@]12c3[nH]c4cc(CCC(=O)N(C)C)ccc4c3CCN1C(=O)[C@@H](CC(=O)NCCc1ccccn1)C[C@@H]2C(=O)N1CCN(C(=O)c2ccco2)CC1 the results were CCR6 antag 0, ATG4B inh 1, EBI2 block -6, Gli-Sufu block -8 and CXCR6 inh -2.
For CC(=O)c1cc(C#N)c(Oc2ccccc2)nc1C the results were APJ antag 15, CCR6 antag 0, ATG4B inh 8, APJ agonist 1, EBI2 block -2, Gli-Sufu block -7, UBC13 inh 6 and CXCR6 inh -4.
Screening COc1ccc(N(CC(=O)NCCSc2ccccc2)S(=O)(=O)c2ccccc2)cc1OC returned APJ antag -5, CCR6 antag 16, ATG4B inh -10, APJ agonist 1, EBI2 block 48*, Gli-Sufu block 25, UBC13 inh 2 and CXCR6 inh -15.
`COCCn1c(C)cc(C(=O)CSc2nncn2-c2ccccc2)c1C` gave APJ antag -12, CCR6 antag 1, ATG4B inh -11, APJ agonist -3, EBI2 block -13, Gli-Sufu block -8, UBC13 inh 4 and CXCR6 inh -6.
O=C(O)c1ccccc1-c1cc2ccccc2[nH]1 was read as APJ antag 11, CCR6 antag 1, ATG4B inh -7, APJ agonist -6, EBI2 block -10, Gli-Sufu block -2, UBC13 inh 1 and CXCR6 inh -3.
O=C(c1ccco1)N(CC1CCCO1)c1nc(-c2ccccc2)cs1 (stereo not drawn) was read as APJ antag 12, CCR6 antag -9, ATG4B inh 0, APJ agonist -4, EBI2 block 25, Gli-Sufu block -42, UBC13 inh 10 and CXCR6 inh 8.
Screening Cc1nc2ccc(NC(=O)COc3ccccc3C)cc2s1 returned APJ antag 4, CCR6 antag 6, ATG4B inh -7, APJ agonist -3, EBI2 block 0, Gli-Sufu block -19, UBC13 inh -9 and CXCR6 inh 6.
`COc1ccc(/C=C(/NC(=O)c2ccc(OC)c(OC)c2)C(=O)NCCc2c[nH]c3ccccc23)cc1` gave APJ antag 4, CCR6 antag 1, ATG4B inh -13, APJ agonist 3, EBI2 block 9, Gli-Sufu block 2, UBC13 inh 2 and CXCR6 inh 8.
For C[C@H]1CN([C@@H](C)CO)C(=O)c2cccc(NS(=O)(=O)c3cn(C)cn3)c2O[C@H]1CN(C)S(C)(=O)=O the results were APJ antag 0, CCR6 antag 6, ATG4B inh 7, APJ agonist 0, EBI2 block -16, Gli-Sufu block 9, UBC13 inh 5 and CXCR6 inh 0.
For CCCCn1c(CNC(=O)Cc2ccccc2)nc2ccccc21 the results were APJ antag -4, CCR6 antag 9, ATG4B inh -3, APJ agonist -8, EBI2 block -2, Gli-Sufu block 9, UBC13 inh 2 and CXCR6 inh 4.
For CCn1cc(C(C)NC(=O)COc2ccc(Cl)cc2C)c(C)n1 (stereo not drawn) the results were APJ antag 17, CCR6 antag -3, ATG4B inh 4, APJ agonist -1, EBI2 block -5, Gli-Sufu block 4, UBC13 inh 1 and CXCR6 inh -1.
Screening CCN1C(=O)C(CC(=O)Nc2ccc(OC)cc2)N(CCc2ccc(OC)cc2)C1=S (stereo not drawn) returned APJ antag -34, CCR6 antag 6, ATG4B inh 5, APJ agonist 1, EBI2 block 1, Gli-Sufu block 4, UBC13 inh -9 and CXCR6 inh 4.
For CC(CN(C)Cc1ccccc1)OC(=O)C1COc2ccccc2O1 (stereo not drawn) the results were APJ antag -54, CCR6 antag 4, ATG4B inh -7, APJ agonist 0, EBI2 block -8, Gli-Sufu block 13, UBC13 inh 7 and CXCR6 inh 5.
For Cc1ccc(S(=O)(=O)N2CCCCC2)cc1NC(=O)CSc1nnc(N)s1 the results were APJ antag -8, CCR6 antag 14, ATG4B inh -11, APJ agonist -1, EBI2 block 5, Gli-Sufu block 4, UBC13 inh -2 and CXCR6 inh 2.
`COC(C[C@H]1O[C@@H]1[C@@H](O)[C@H](C)OCc1ccccc1)OC` gave APJ antag 17, CCR6 antag 4, ATG4B inh -10, APJ agonist -6, EBI2 block 10, Gli-Sufu block 23, UBC13 inh -3 and CXCR6 inh -2.
`Cn1cc(/C=C(\NC(=O)c2ccccc2Cl)C(=O)NCCCN2CCOCC2)c2ccccc21` gave APJ antag 23, CCR6 antag 19, ATG4B inh 15, APJ agonist 2, EBI2 block -7, Gli-Sufu block -3, UBC13 inh -7 and CXCR6 inh -2.
For Cc1ccc(CN(C)S(=O)(=O)c2c(C)noc2/C=C/N(C)C)cc1 the results were APJ antag 32, CCR6 antag 42, ATG4B inh 6, APJ agonist -4, EBI2 block -1, Gli-Sufu block -6, UBC13 inh -2 and CXCR6 inh 28.
`Cc1nc(CNS(=O)(=O)c2ccc(Oc3ccccc3)cc2)cs1` gave APJ antag -4, CCR6 antag 0, ATG4B inh 13, APJ agonist 1, EBI2 block -4, Gli-Sufu block 40, UBC13 inh -2 and CXCR6 inh 1.
`COc1ccccc1N(CCC#N)C(=O)CSc1nnc2ccccn12` gave APJ antag 0, CCR6 antag -8, ATG4B inh -4, APJ agonist -1, EBI2 block 2, Gli-Sufu block -4, UBC13 inh 2 and CXCR6 inh -4.
Screening COCCn1c(-c2ccc(OC)cc2)nc2ccccc21 returned APJ antag 10, CCR6 antag 4, ATG4B inh -13, APJ agonist -5, EBI2 block -5, Gli-Sufu block 0, UBC13 inh -3 and CXCR6 inh 0.
For CC1CCCCN1CCCNC(=O)Cn1c(=O)c2cccn2c2ccccc21 (stereo not drawn) the results were APJ antag 1, CCR6 antag 11, ATG4B inh 6, APJ agonist -1, EBI2 block 0, Gli-Sufu block 7, UBC13 inh 10 and CXCR6 inh -3.
`CSc1nc2ccc(Br)cc2[nH]1` gave APJ antag -17, CCR6 antag 0, ATG4B inh 0, APJ agonist -1, EBI2 block 2, Gli-Sufu block 2, UBC13 inh 2 and CXCR6 inh -9.
Screening Cn1cc(CN2CCC(C(=O)Nc3cccc(-c4cscn4)c3)CC2)cn1 returned APJ antag 10, CCR6 antag -3, ATG4B inh 10, APJ agonist -1, EBI2 block -2, Gli-Sufu block 15, UBC13 inh 4 and CXCR6 inh -9.
